KCNK9 inh: blocks the human KCNK9 two-pore domain potassium channel; Q9NPC2; HEK293 KCNK9, FluxOR thallium flux fluorescence; stronger effect = lower value; B-score at 10 µM; actives 1.2% (n = 310,000); AID 488922;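 active = ratio B-score over 3 SD below the library mean, with starting fluorescence within 5 SD of its mean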;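 also: negative B-score means less thallium flux so channel inhibition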
Target sequence (Q9NPC2 whole entry, looked up, the tested form may be a part): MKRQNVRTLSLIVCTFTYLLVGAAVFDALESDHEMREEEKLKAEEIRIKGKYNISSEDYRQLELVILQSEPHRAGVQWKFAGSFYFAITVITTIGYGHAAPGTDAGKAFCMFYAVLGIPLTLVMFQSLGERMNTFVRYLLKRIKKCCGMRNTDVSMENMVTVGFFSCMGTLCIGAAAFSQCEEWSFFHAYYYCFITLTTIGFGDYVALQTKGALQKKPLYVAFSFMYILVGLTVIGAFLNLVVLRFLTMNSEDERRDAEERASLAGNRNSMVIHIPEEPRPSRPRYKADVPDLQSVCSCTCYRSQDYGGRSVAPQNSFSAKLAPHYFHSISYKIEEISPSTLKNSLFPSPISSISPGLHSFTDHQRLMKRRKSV
RGS4 inh: human RGS4 inhibition; actives 0.45% (n = 310,000); HEK293 M3R/RGS4 inducible, Fluo-4 calcium flux; stronger effect = higher value; triggered by carbachol at its EC20; AID 463165; B-score at 10 µM;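 active = B-score, a plate-corrected calcium signal, over three deviations above library mean, with baseline fluorescence within five deviations of library mean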;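 also: RGS4 expression induced by doxycycline in cells with stable M3 receptor; B-score is computed from the integrated fluorescence ratio over baseline after carbachol; higher B-score means a larger calcium signal and so more RGS4 inhibition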
Target sequence (P49798 whole entry, looked up): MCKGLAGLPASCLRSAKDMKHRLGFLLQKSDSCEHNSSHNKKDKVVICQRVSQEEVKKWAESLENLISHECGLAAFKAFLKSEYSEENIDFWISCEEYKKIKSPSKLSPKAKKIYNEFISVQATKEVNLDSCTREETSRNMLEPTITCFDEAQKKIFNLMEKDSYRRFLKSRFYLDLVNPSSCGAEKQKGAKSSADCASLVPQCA
MrgX1 PAM: human MrgX1 positive allosteric modulation, primary screen; MrgX1-HEK293, Fluo-4 calcium flux, FDSS; stronger effect = higher value; actives 0.63% (n = 310,000); B-score at 10 µM;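 active = plate-corrected calcium response at least 3 library SD above typical, normal starting fluorescence, not activating the receptor alone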;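 also: compound read alongside a low EC10 to EC30 dose of BAM8-22 agonist; peak minus trough fluorescence over baseline measured at the second addition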
MrgX1 agonist: human MrgX1 receptor agonism, primary screen; actives 0.44% (n = 310,000); Q96LB2; MrgX1-HEK293 cells, Fluo-4 calcium fluorescence, agonist mode; stronger effect = higher value; AID 588627; B-score at 10 µM;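 active = calcium response B-score plate-corrected fluorescence ratio at least 3 library SD, with starting fluorescence B-score inside 5 SD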
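Material: MrgX1-expressing HEK293 cells / Dosing: compound as first of three additions / Incubation: overnight seeding, then 1 h dark dye loading / Signal: Fluo-4 NW calcium fluorescence / Evaluation: B-scored fluorescence response ratio / Benchmarks: positive and negative control wells on each plate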
TMEM16A inh: mouse TMEM16A channel inhibition, primary screen; Q8BHY3; HEK293 TMEM16A/YFP iodide influx fluorescence, ionomycin; normalized B-score (activity score, 25-100; higher = stronger inhibition) at 10 µM; actives 1.2% (n = 310,000); AID 588511;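 active = ratio plate-corrected score three or more library SD toward inhibition, starting fluorescence score within five deviations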;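 also: score derived from kinetic fluorescence span divided by baseline fluorescence per well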
KCNQ1 inh: inhibitors of human KCNQ1 potassium channel. B-score at 10 µM. AID 2642. actives 1.3% (n = 310,000). P51787. CHO-K1 KCNQ1, FluxOR thallium flux fluorescence; stronger effect = higher value;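 active = compounds whose thallium flux B-score, printed positive for inhibition, exceeds three library SD while starting fluorescence stays within three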;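 also: channel opened by potassium depolarization with thallium stimulus after 20 min compound exposure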
KCNQ1 act: human KCNQ1 channel potentiation or activation; P51787; CHO-K1 KCNQ1, thallium flux FluxOR fluorescence; stronger effect = higher value; B-score at 10 µM; actives 0.35% (n = 310,000);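 active = fluorescence ratio B-score, a plate-corrected score, at least three library SD, with initial intensity B-score within 5 SD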
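Assay system: CHO-K1 cells stably expressing KCNQ1; Medium: assay buffer with matched DMSO; Also added: K+/Tl+ depolarizing stimulus; Dosing: single dose; Timing: dye 90 min, compound 20 min, room temperature; Measured by: kinetic FluxOR thallium fluorescence, 10-s 1-Hz baseline, 110-s post-stimulus read; Read-out: peak-minus-minimum fluorescence over initial fluorescence, negative-control normalized, B-scored.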
hERG rescue: compounds protecting human hERG from proarrhythmic drug block | CHO-hERG, FluxOR thallium flux, dofetilide IC70 present | activation (rescue from dofetilide block), less the hit threshold, % at 10 µM | actives 0.51% (n = 310,000) | Q12809;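 active = activation above the mean of controls blocked by dofetilide plus 5 SD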;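 also: thallium influx through hERG after potassium depolarization seen as dye fluorescence rise; in these data hits start at about 4.7%; inactives centre near -7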
TMEM16A act: activates or potentiates the mouse TMEM16A chloride channel; HEK293 TMEM16A/YFP-H148Q/I152L, iodide quench fluorescence; stronger effect = lower value; B-score at 10 µM; actives 0.3% (n = 340,000);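 active = fluorescence-ratio B-score plate-corrected deviation score at least 3 library SD below zero, with starting fluorescence score within 5 deviations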;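 also: channel opened by trigger with iodide after compound preincubation; score built on the fluorescence ratio of max minus min over baseline; more negative score means more quench and so TMEM16A activation or potentiation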
RGS4 act: potentiators or activators of RGS4 | actives 0.92% (n = 310,000) | HEK293 M3R/inducible RGS4, carbachol calcium flux Fluo4; stronger effect = lower value | B-score at 10 µM;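 active = B-score of the integrated calcium signal more than 4 SD below the library mean, with starting fluorescence not abnormally high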;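 also: negative B-score means reduced calcium response which marks RGS4 activation or potentiation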
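test system = HEK293 cells with stable M3R and inducible RGS4 | schedule = recording 10 s baseline at 1 Hz, 100 s post-agonist | technique = Fluo4-AM (2 µM) calcium-flux fluorescence, kinetic read | measure = Agonist-evoked peak-minus-minimum fluorescence over baseline, integrated ratio, B score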
KCNK3 block: human KCNK3 channel inhibition, primary screen | O14649 | CHO-KCNK3 thallium flux, FluxOR fluorescence; stronger effect = lower value | B-score at 10 µM | actives 0.84% (n = 340,000);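 active = B-score under library mean minus 4 SD, starting fluorescence ratio at most library mean plus 5 SD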;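 also: more negative B-score means stronger inhibition of thallium flux through KCNK3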
Target sequence (O14649 whole entry, looked up): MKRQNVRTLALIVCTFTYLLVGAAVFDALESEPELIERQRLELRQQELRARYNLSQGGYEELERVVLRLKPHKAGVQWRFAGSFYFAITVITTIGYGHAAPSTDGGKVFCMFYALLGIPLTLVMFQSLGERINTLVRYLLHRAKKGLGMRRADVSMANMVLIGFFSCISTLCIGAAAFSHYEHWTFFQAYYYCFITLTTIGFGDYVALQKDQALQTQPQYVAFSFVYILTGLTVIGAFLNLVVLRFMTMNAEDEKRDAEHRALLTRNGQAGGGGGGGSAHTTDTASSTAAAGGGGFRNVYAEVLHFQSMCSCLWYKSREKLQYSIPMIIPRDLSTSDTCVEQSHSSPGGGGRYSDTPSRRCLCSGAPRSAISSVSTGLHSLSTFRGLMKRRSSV
* hit, by the source's call; i = inactive; . = no result given.

Results follow in this order: MrgX1 agonist, MrgX1 PAM, KCNK9 inh, TMEM16A act, KCNQ1 inh, hERG rescue, TMEM16A inh, RGS4 act, KCNK3 block, KCNQ1 act, RGS4 inh
> CC(C)CC(NC(=O)C1CCC(=O)N1)C(=O)NC(CC(C)C)C(=O)N1CCCC1C(N)=O (centres undefined)
  i, i, i, i, i, -6, i, i, i, i, i
> CC(=O)N/N=C(\C)C1COc2ccccc2O1 (centres undefined)
  i, i, i, i, i, -7, i, i, i, i, i
> COCCn1c(=NC(=O)c2ccccc2[N+](=O)[O-])sc2cc(S(C)(=O)=O)ccc21
  i, i, i, i, i, -8, i, i, i, i, i
> CCn1c(SCC(=O)NCc2ccc3c(c2)OCO3)nc2c(c1=O)SCC2
  i, i, i, i, i, -9, i, i, i, i, i
> Cn1c(=O)c([N+](=O)[O-])c(-n2ccnc2)c2ccccc21
  i, i, i, i, i, -16, i, i, i, i, i
> Cc1nc(N)nc(N)c1CCCc1ccc(Cl)c(Cl)c1
  i, i, i, i, i, -14, i, i, i, i, i
> COC(=O)Nc1nc(C)c(C(=O)N(C)C)s1
  i, i, i, i, i, -3, i, i, i, i, i
> COc1ccc2[nH]c3c(c2c1)CCN1C(=O)N([C@@H](C)C(=O)NCc2c(F)cccc2Cl)C(=O)[C@]31C
  i, i, i, i, i, -10, i, i, i, i, i
> CC(CC(=O)NCc1ccc(Cl)cc1)c1ccccc1 (centres undefined)
  i, i, i, i, i, 0, i, i, i, i, i
> Cc1cc(Br)ccc1NC(=O)CNC(=O)CN(C)Cc1nc2ccccc2c(=O)[nH]1
  i, i, i, i, i, 0, i, i, i, i, i
> Cc1ccc(C#N)c(SCc2nnc(-c3ccc(Cl)cc3)o2)n1
  i, i, i, i, i, -11, i, i, i, i, i
> CCN(CC)S(=O)(=O)c1ccc(S(=O)(=O)N(Cc2ccccn2)Cc2ccco2)cc1
  i, i, i, i, i, -9, i, i, i, i, i
> CC(C)[C@H](NC(=O)N1CCC(Cc2ccccc2)CC1)C(=O)O
  i, i, i, i, i, -6, i, i, i, i, i
> O=S1(=O)N=C(N(Cc2cccs2)c2ccc(O)cc2)c2ccccc21
  i, i, i, i, i, -10, i, i, i, i, i
> CCOC(=O)c1cccc(-n2c(C)nc3ccccc3c2=O)c1
  i, i, i, i, i, -9, i, i, i, i, i
> Cn1c(-c2ccccc2)cc2ccccc21
  i, i, i, i, i, -1, i, i, i, i, i
> COC(=O)c1sccc1NC(=O)Nc1ccc(F)cc1
  i, i, i, i, i, -7, i, i, i, i, i
> COC(=O)[C@@H]1CCCN1Cc1nc(Cc2ccc(OC)c(OC)c2)no1
  i, i, i, i, i, -10, i, i, i, i, i
> O=c1ccc2cc3c(-c4ccccc4)coc3cc2o1
  i, i, i, i, i, -5, i, i, i, i, i
> Cc1ccc2nc(NCc3ccco3)c(C=NCc3ccco3)c(=O)n2c1
  i, i, i, i, i, -8, i, i, i, i, i
> Cc1cc(C(F)(F)F)n(-c2nc(C(=O)Nc3cccnc3)cs2)n1
  i, i, i, i, i, 4, i, i, i, i, i
> COC(C(=O)Nc1ccc(Br)cc1F)c1ccccc1 (centres undefined)
  i, i, i, i, i, -6, i, i, i, i, i
> CCn1c(O)c(N=NC(=O)Cn2ccc(C(F)(F)F)n2)c2ccccc21
  i, i, i, i, i, -4, i, i, i, i, i
> O=C(N/N=C/C(Br)=C/c1ccccc1)NC1CCCCC1
  i, i, i, i, i, -4, i, i, i, i, i
> Cc1cc(C)cc(OCC(=O)NCc2nc(-c3ccccc3)no2)c1
  i, i, i, i, i, -1, i, i, i, i, i
> Cc1nc(N2CCOCC2)nc2c1CCCC2
  i, i, i, i, i, -5, i, i, i, i, i
> Cc1ccc(CSc2nc3ccncc3[nH]2)cc1
  i, i, i, i, i, -6, i, i, i, i, i
> CC#CCCCC(=O)Nc1ccccc1C(=O)O
  i, i, i, i, i, -2, i, i, i, i, i
> Cc1cc(C)c(C(=O)/C=C/c2ccco2)c(=O)[nH]1
  i, i, i, i, i, -2, i, i, i, i, i
> O=C(CSc1nnc(-c2cccs2)n1Cc1ccco1)c1ccc2c(c1)OCO2
  i, i, i, i, i, -15, i, i, i, i, i
> CCOC(=O)C1(Cc2ccccc2)CCN(Cc2cnc(N3CCOCC3)s2)CC1
  i, i, i, i, i, -6, i, i, i, i, i
> O=C(CCN1CCCCC1)Nc1cccc(Br)c1
  i, i, i, i, i, -15, i, i, i, i, i
> Clc1ccc(Oc2nnnn2-c2ccccc2)cc1
  i, i, i, i, i, -13, i, i, i, i, i
> Cc1cc(C(=O)COC(=O)COc2ccc(C#N)cc2)c(C)n1C1CC1
  i, i, i, i, i, -11, i, i, i, i, i
> CCOC(=O)C(=N/O)/C(C)=N/NC(=O)C(=O)Nc1ccc(Cl)cc1
  i, i, i, i, 9*, -31, i, i, -11*, i, i
> CN(C)S(=O)(=O)c1cccc2c1C(=O)c1ccccc1C2=O
  i, i, i, i, i, -5, i, i, i, i, i
> Cc1ccc2c(c1)N(C(C)C(=O)NCc1cccs1)C(=O)CO2 (centres undefined)
  i, i, i, i, i, -11, i, i, i, i, i
> Cc1c(C=Nc2ccc(S(=O)(=O)CCO)cc2)c(O)[nH]c(=O)c1C#N
  i, i, i, i, i, -3, i, i, i, i, i
> CCCC(=O)N1c2ccc(-c3csc(N)n3)cc2CC1C (centres undefined)
  i, i, i, i, i, -2, i, i, i, i, i
> Cc1ccccc1NS(=O)(=O)c1ccc(NC(=O)c2nc3ncccn3n2)cc1
  i, i, i, i, i, -9, i, i, i, i, i
> Cc1n[nH]c(=O)nc1NC(C)c1ccccc1 (centres undefined)
  i, i, i, i, i, -11, i, i, i, i, i
> CCC(NC(=O)c1ccc2nc(Cc3ccc(OC)cc3)oc2c1)c1ccncc1 (centres undefined)
  i, i, i, i, i, -10, i, i, i, i, i
> Cn1c(SCC(=O)N/N=C/c2ccco2)nc2ccccc21
  i, i, i, i, i, -19, i, i, i, i, i
> O=C(NCc1ccc(F)cc1)c1cc2ccccc2o1
  i, i, i, i, i, -13, i, i, i, i, i
> COc1ccc(C(=O)CCNc2ccc(F)cc2)cc1
  i, i, i, i, i, -6, i, i, i, i, i
> Cc1ccc(C)c(S(=O)(=O)N2CCCC2CNC(=O)C(=O)NCc2ccccc2C)c1 (centres undefined)
  i, i, i, i, i, -20, i, i, i, i, i
> Cn1nccc1C(=O)OCC(=O)Nc1ccccc1
  ., ., i, i, i, -7, ., i, i, i, i
> CCN(CC)C(=O)C1CCN(CC2CC=CCC2)CC1 (centres undefined)
  i, i, i, i, i, -8, i, i, i, i, i
> O=C(NC1CCCc2ccccc21)c1ccc(S(=O)(=O)N2CCOCC2)cc1 (centres undefined)
  i, i, i, i, i, -4, i, i, i, i, i
> CCOc1ccc(OCC)c(NC(=O)CN2CCN(c3cc(C)ccc3C)CC2)c1
  i, i, i, i, 6*, -11, i, i, i, i, i

Additional structures
Results follow in this order: MrgX1 agonist, MrgX1 PAM, KCNK9 inh, TMEM16A act, KCNQ1 inh, hERG rescue, TMEM16A inh, RGS4 act, KCNK3 block, KCNQ1 act, RGS4 inh
> CC1CCCCN1Cc1c(C#N)c2ccccc2n1C (centres undefined)
  i, i, i, i, i, -5, i, i, i, i, i
> O=C(NC(Cc1ccccc1)C(=O)O)/C(=C\c1ccco1)NC(=O)c1ccco1 (centres undefined)
  i, i, i, i, i, -7, i, i, i, i, i
> Nc1nc(-c2cc(-c3ccccc3)no2)cs1
  i, i, i, i, i, -5, i, i, i, i, i
> COc1ccc(N2CCN(C(=O)c3nn(C)c4c3CS(=O)(=O)c3ccccc3-4)CC2)cc1
  i, i, i, i, i, -7, i, i, i, i, i
> COCCNc1nc2c(c(=O)n(Cc3cccc(Br)c3)c(=O)n2C)n1C
  i, i, i, i, i, -5, i, i, i, i, i
> O=C(c1csc2c1CCCC2)N1CCN(c2ncccn2)CC1
  i, i, i, i, i, -10, i, i, i, i, i
> O=C(NC(=S)Nc1c(Cl)ccc2nsnc12)c1ccco1
  i, i, i, i, i, -9, i, i, i, i, i
> COc1nc(OC)nc(N2CCC(C(=O)Nc3cccc4c3CCCC4)CC2)n1
  i, i, i, i, i, -8, i, i, i, i, i
> CCN(Cc1nc(-c2ccccc2)no1)C(=O)c1ccc2c(c1)OCO2
  i, i, i, i, i, -4, i, i, i, i, i
> CC(C)Cn1c(-c2csc3c2CCCC3)n[nH]c1=S
  i, i, i, i, i, -11, i, -8*, i, i, i
> Cc1c(C(=O)c2ccccc2)c2ccccn2c1CCC#N
  i, i, i, i, i, -14, i, i, i, i, i
> O=C(O)/C=C/C(=O)Nc1cccc2cccnc12
  i, i, i, i, i, -1, i, i, i, i, i
> COc1ccc(NC(=O)Cc2nnc(SCC(=O)Nc3ccccc3)n2C)cc1
  i, i, i, i, i, -2, i, i, i, i, i
> O=C(CN1C(=O)C2CCCCC2C1=O)Nc1cccc([N+](=O)[O-])c1 (centres undefined)
  i, i, i, i, i, -3, i, i, i, i, i
> [2H]C(CCOS(N)(=O)=O)c1ccccc1 (centres undefined)
  i, i, i, i, i, -4, i, i, i, i, i
> COc1cccc(C2C(C(=O)c3ccco3)=C(O)C(=O)N2CCN(C)C)c1OC (centres undefined)
  i, i, i, i, i, -4, i, i, i, i, i
> CC(C)NC(=O)CCS(=O)(=O)c1ccc(Br)s1
  i, i, i, i, i, -9, i, i, i, i, i

Screens from PubChem BioAssay.
